SNCA expr inhib – Primary qHTS assay for inhibitors of alpha-synuclein gene (SNCA) expression; Potency, µM (doses to about 57.2 µM), without a hit: top-dose activity change, negative = inhibition, most hits filed as inhibitors; 140,000 compounds, 0.17% hits; HEK-293 SNCA-luciferase knock-in, luminescence, 24 h;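 further: potency means the concentration at half of the fitted maximal effect; plate controls were DMSO cells for no effect and cell-free wells for full effect; nearly all actives have a fitted effect of over 45% in size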
HEK293 tox – Cytotoxic Profiling in HEK 293 Cell Line of Diverse Libraries Using Quantitative High-Throughput Screening. HEK 293 viability, ATP luminescence (CellTiter-Glo), 48-72 h. Potency, µM (doses to about 115 µM), inactives show at the highest dose activity change, negative = cytotoxicity, most hits filed as inhibitors. 94,000 compounds, 6.6% hits; further: potency means the concentration at half of the fitted maximal effect; nearly all actives have a fitted effect of over 60% in size
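Read-out: CellTiter-Glo ATP luminescence. Cells: HEK 293, 250 cells/well. Exposure: 48 or 72 hr, 37 degree Celsius.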
IP6K1 inh – Primary qHTS assay for small molecule inhibitors of Inositol hexaphosphate kinase 1 (IP6K1) | AID 1645851, 2021 | activity change, % (series mostly up to about 58 µM) | IP6K1 kinase, ADP-Glo luminescence, 2 h; hits give low values | 140,000 compounds, 0.81% hits; in the data active means activity change below about -25%
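ADP-Glo luminescence measures ADP made by human IP6K1 during a 2 h RT reaction with ATP/IP6 (mix at 1.3 mM/130 uM); top library doses 57.5 and 19.1 uM final.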
GPT2 inh – Primary qHTS assay for inhibitors of Glutamate pyruvate transaminase 2 (GPT2) | Recombinant GPT2, coupled pyruvate oxidase/HRP Amplex Red fluorescence | Potency, µM (titrated, usually from 57.7 µM), without a hit: at the highest dose activity change, negative = inhibition, hits mostly inhibitors | 100,000 compounds, 0.25% hits | AID 1671188, 2021; further: potency means the concentration at half of the fitted maximal effect; nearly all actives have a fitted effect of over 60% in size; many of its hits are not listed in these tables
Target sequence (Q8TD30 whole entry, looked up): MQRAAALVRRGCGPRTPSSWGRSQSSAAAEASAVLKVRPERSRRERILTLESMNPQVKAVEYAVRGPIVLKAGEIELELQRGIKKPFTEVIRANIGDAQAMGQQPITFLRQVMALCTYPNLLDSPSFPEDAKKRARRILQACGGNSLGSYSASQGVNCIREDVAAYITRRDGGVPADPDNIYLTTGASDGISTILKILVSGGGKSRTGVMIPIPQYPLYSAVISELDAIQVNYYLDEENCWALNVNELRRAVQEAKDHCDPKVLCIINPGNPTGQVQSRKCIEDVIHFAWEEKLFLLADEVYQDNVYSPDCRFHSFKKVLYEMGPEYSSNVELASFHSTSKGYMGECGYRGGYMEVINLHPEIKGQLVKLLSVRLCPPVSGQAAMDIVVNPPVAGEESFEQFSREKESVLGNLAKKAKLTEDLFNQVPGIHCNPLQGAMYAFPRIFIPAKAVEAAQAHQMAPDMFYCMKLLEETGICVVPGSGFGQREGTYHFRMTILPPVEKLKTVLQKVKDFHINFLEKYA
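Recombinant GPT2 (10ng/uL) with 250uM a-KG and 2mM L-alanine, 30 min at room temperature, in HEPES pH 7.5 buffer. Pyruvate detected by pyruvate oxidase/HRP/Amplex Red fluorescence after 30 min in the dark; AOA (50uM) as positive control.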
FLuc inh – Firefly luciferase inhibition profiling of diverse chemical library using quantitative high-throughput screening; 76,000 compounds, 2.5% hits; AID 1347043, 2019; purified P. pyralis luciferase, luminescence, biochemical; Potency, µM (series often up to 115 µM), without a hit: at the top dose activity change, negative = inhibition, usual class: inhibitors; further: potency means the concentration at half of the fitted maximal effect; nearly all actives have a fitted effect of over 65% in size
Target sequence (P08659 whole entry, looked up): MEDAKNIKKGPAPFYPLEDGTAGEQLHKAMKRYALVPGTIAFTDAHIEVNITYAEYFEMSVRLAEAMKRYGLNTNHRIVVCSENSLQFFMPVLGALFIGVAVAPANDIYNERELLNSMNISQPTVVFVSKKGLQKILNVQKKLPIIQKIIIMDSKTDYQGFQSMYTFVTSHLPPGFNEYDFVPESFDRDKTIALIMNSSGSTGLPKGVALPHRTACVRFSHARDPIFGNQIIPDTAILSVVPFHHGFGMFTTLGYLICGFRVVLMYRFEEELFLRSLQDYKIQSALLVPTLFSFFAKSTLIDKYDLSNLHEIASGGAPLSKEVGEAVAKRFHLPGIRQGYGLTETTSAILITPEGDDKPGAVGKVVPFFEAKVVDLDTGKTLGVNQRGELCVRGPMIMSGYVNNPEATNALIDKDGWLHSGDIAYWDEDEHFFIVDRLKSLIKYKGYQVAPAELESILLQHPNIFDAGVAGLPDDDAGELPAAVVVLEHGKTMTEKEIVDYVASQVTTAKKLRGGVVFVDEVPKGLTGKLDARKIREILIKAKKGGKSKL
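Purified P. pyralis luciferase (10nM final) in 50mM Tris acetate pH 7.5, 10mM Mg acetate, 0.01% Tween-20, 0.05% BSA with 10uM D-luciferin and 10uM ATP. Compounds titrated qHTS. Luminescence imaged on CCD.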
SNCA viab count – GF-AFC viability counterscreen for inhibitors of alpha-synuclein gene (SNCA) expression | HEK-293-SNCA-luc viability, GF-AFC fluorescence, 24 h | Potency, µM (titrated, usually from 57.1 µM), for the others: at the highest dose activity change, negative = cytotoxicity, most hits filed as cytotoxic | AID 1671193, 2021 | 150,000 compounds, 0.12% hits;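 further: potency means the concentration at half of the fitted maximal effect; 0% = DMSO-treated cells and -100% = medium-only wells without cells; nearly all actives have a fitted effect of over 30% in size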
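HEK-293-SNCA-luc cells (1500/well) plated 24 h, then exposed 24 h to a dilution series; GF-AFC added 30 min at 37C, fluorescence 405/540 nm; normalised to medium-only and DMSO wells, Hill fit.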
NIH3T3 tox – Cytotoxic Profiling in NIH 3T3 Cell Line of Diverse Libraries Using Quantitative High-Throughput Screening; NIH 3T3 viability, CellTiter-Glo ATP luminescence, 48-72 h; Potency, µM (top dose mostly 96.7 µM), for inactives: at the top dose activity change, negative = cytotoxicity, hits mostly inhibitors; 94,000 compounds, 4.3% hits; further: potency means the concentration at half of the fitted maximal effect; nearly all actives have a fitted effect of over 55% in size
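Cytotoxicity is measured as loss of cellular ATP: NIH 3T3 cells (400/well) are exposed to compound for 48 or 72 hr at 37 °C, then CellTiter-Glo luminescence is imaged after 10 min at room temperature.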
Starred values were filed as active, the others as inactive; [ ] = dose if it differs, or a comment. Unless noted, the call rests on the fitted dose curve; in most records, active means well fitted curve in the direction sought with a large enough effect; inconclusive means small, poorly fitted or top-dose-only effect, or another doubt; inactive means no such curve, though single readings can be large; an effect the other way counts as inactive or inconclusive. Unless noted, on the % scale 0 is the no-effect control and ±100 the full control effect. Some of the compounds tested. The share of hits here may be higher or lower than overall.

Screening C/C(=C/CO)CC[C@H]1[C@]2(C)C[C@H](O)CC(C)(C)[C@H]2CC[C@]1(C)O returned IP6K1 inh -2, GPT2 inh inactive and SNCA viab count -14%.
`Cc1cccc(NC(=O)CN2C(=O)C(c3ccc(F)cc3)=NC23CCCCCC3)c1C` gave SNCA expr inhib inconclusive, IP6K1 inh 12 and SNCA viab count inconclusive.
Screening O=C(NCC(F)F)C1CCN(c2nccc(Nc3ccccc3F)n2)CC1 returned SNCA expr inhib -11%, HEK293 tox inconclusive, IP6K1 inh -3, GPT2 inh -18%, SNCA viab count 3% and NIH3T3 tox -23%.
Screening COc1ccccc1Cn1c(=O)c(C(=O)NCc2ccc(F)cc2)nc2cccnc21 returned SNCA expr inhib -13%, HEK293 tox inconclusive, IP6K1 inh -1, GPT2 inh inactive, SNCA viab count 1% and NIH3T3 tox inconclusive.
Screening O=c1c(S(=O)(=O)c2cccc(Cl)c2)cn(Cc2ccccc2)c2cc(N3CCOCC3)c(F)cc12 returned SNCA expr inhib -2%, IP6K1 inh -8 and SNCA viab count 8%.
`CCOC(=O)c1cc(-c2ccccc2)n(CC(=O)Nc2cc(Cl)c(OC)cc2OC)c1C` gave SNCA expr inhib 40%[activator], IP6K1 inh 18 and SNCA viab count 11%.
Screening COc1ccc(-c2cc(-c3cccnc3OC)cn3cncc23)cc1 returned SNCA expr inhib -7%[87.6 µM], HEK293 tox inconclusive, IP6K1 inh -16, GPT2 inh -18%[88.5 µM], FLuc inh 4%[172 µM], SNCA viab count -9%[87.6 µM] and NIH3T3 tox 35µM*.
For COCC(=O)N1CCCC(C(=O)NCc2ccc3nsnc3c2)C1 (stereo not given) the results were SNCA expr inhib -6%, HEK293 tox -5%, IP6K1 inh -8, GPT2 inh 0%, FLuc inh -1%, SNCA viab count 12% and NIH3T3 tox -11%.
CN(Cc1cccn1C)C(=O)c1ccccc1 was read as SNCA expr inhib 11%[87.6 µM], HEK293 tox -21%[172 µM], IP6K1 inh -3, GPT2 inh inactive, FLuc inh -11%[172 µM], SNCA viab count 8%[87.6 µM] and NIH3T3 tox -16%[138 µM].
COC(=O)CNC(=O)c1cn2cc(-c3cccc(OC)c3)sc2n1 was read as SNCA expr inhib -2%, HEK293 tox -19%, IP6K1 inh 9, GPT2 inh -5%, SNCA viab count 2% and NIH3T3 tox inconclusive.
Cc1ccc(C(=O)N2CCC(N3C(=O)C4(CCCCC4)C3c3ccncc3)CC2)s1 (stereo not given) was read as SNCA expr inhib inconclusive, HEK293 tox -15%, IP6K1 inh 14, GPT2 inh -7%, FLuc inh 5%, SNCA viab count 0%[12.5 µM] and NIH3T3 tox -23%.
`CN(CC1(C)CCOCC1)C(=O)c1ccc(C#N)cc1` gave SNCA expr inhib 15%, HEK293 tox 5%, IP6K1 inh 4, GPT2 inh -3%, FLuc inh -13%, SNCA viab count -4% and NIH3T3 tox inactive.

Continued, starting with the last three of the part before.
COC(=O)CNC(=O)c1cn2cc(-c3cccc(OC)c3)sc2n1 was read as SNCA expr inhib -2%, HEK293 tox -19%, IP6K1 inh 9, GPT2 inh -5%, SNCA viab count 2% and NIH3T3 tox inconclusive.
Cc1ccc(C(=O)N2CCC(N3C(=O)C4(CCCCC4)C3c3ccncc3)CC2)s1 (stereo not given) was read as SNCA expr inhib inconclusive, HEK293 tox -15%, IP6K1 inh 14, GPT2 inh -7%, FLuc inh 5%, SNCA viab count 0%[12.5 µM] and NIH3T3 tox -23%.
`CN(CC1(C)CCOCC1)C(=O)c1ccc(C#N)cc1` gave SNCA expr inhib 15%, HEK293 tox 5%, IP6K1 inh 4, GPT2 inh -3%, FLuc inh -13%, SNCA viab count -4% and NIH3T3 tox inactive.
`O=C(Nc1nc2nc(-c3ccccc3)cc(=O)n2[nH]1)c1ccc(Cl)cc1` gave SNCA expr inhib 10%, IP6K1 inh 0 and SNCA viab count 3%.
For Cn1c(CN2CCOCC2)nnc1C1CCN(c2ncccc2C#N)CC1 the results were SNCA expr inhib inconclusive, HEK293 tox inactive, IP6K1 inh -5, GPT2 inh -1%, FLuc inh 8%, SNCA viab count 7% and NIH3T3 tox 0%.
For COc1ccc(CNC(=O)c2c3c(nc4ccccc24)C(=O)N(C2CCCCC2)C3)cc1 the results were SNCA expr inhib 14%, IP6K1 inh 7 and SNCA viab count 0%.
For COc1ccc(-c2noc(-c3cccn3CC(=O)N(C)c3ccc(F)cc3)n2)cc1F the results were SNCA expr inhib inconclusive, HEK293 tox inconclusive, IP6K1 inh 0, GPT2 inh inactive, FLuc inh -5%, SNCA viab count inconclusive and NIH3T3 tox inconclusive.
Screening CCC1=C(C(=O)OC)C(c2ccc(OC)cc2)N2C(CC(=O)NCC3CC3)=CSC2=N1 (stereo not given) returned SNCA expr inhib -6%, HEK293 tox inconclusive, IP6K1 inh 17, GPT2 inh -1%, FLuc inh -5%, SNCA viab count -11% and NIH3T3 tox -26%.
For CS(=O)(=O)c1ccc(-c2cnc([C@@H]3COCCN3Cc3ccccc3O)[nH]2)cc1 the results were SNCA expr inhib -3%[87.6 µM], HEK293 tox inconclusive, IP6K1 inh 14, GPT2 inh 1%[88.5 µM], FLuc inh 1%[172 µM], SNCA viab count -3%[87.6 µM] and NIH3T3 tox inconclusive.
Cn1cc(CNC(=O)C[C@@H]2C[C@H]3O[C@H](CNC(=O)Nc4cccs4)[C@@H](O)[C@H]3O2)cn1 was read as SNCA expr inhib 2%, HEK293 tox -3%, IP6K1 inh 6, GPT2 inh -2%, FLuc inh -14%, SNCA viab count 2% and NIH3T3 tox -8%.
`COc1ccccc1CNC(=O)c1cc(-c2ccccc2)n[nH]1` gave SNCA expr inhib 19%, IP6K1 inh -10 and SNCA viab count 7%.
`CCOc1ccccc1NC(=O)Cn1c(=O)n(Cc2ccccc2)c(=O)c2cccnc21` gave SNCA expr inhib 0%, IP6K1 inh 20 and SNCA viab count 15%.
Cc1ccc2c(c1)c(=O)c(C(=O)c1ccccc1)cn2Cc1ccccc1F was read as SNCA expr inhib 1%, IP6K1 inh -8 and SNCA viab count -8%.
CCOC(=O)[C@@H]1[C@@H](OC(N)=O)C(=O)N(Cc2ccccc2)C12CCN(C(=O)C(C)C)CC2 was read as HEK293 tox inactive, IP6K1 inh 7 and NIH3T3 tox inconclusive.
`COCCCNC(=O)N1Cc2ccccc2OC2(CCN(C(C)C)CC2)C1` gave SNCA expr inhib -18%, HEK293 tox inconclusive, IP6K1 inh 9, GPT2 inh inactive, FLuc inh 1%, SNCA viab count -7% and NIH3T3 tox -20%.
`CN1CCN(c2nc3c(c(=O)[nH]2)CCN(Cc2cc(F)cc(F)c2)CC3)CC1` gave SNCA expr inhib -10%, HEK293 tox 10%, IP6K1 inh 12, GPT2 inh -11%, FLuc inh 1%, SNCA viab count -1% and NIH3T3 tox 4%.
O=C(NCCCN1CCOCC1)c1ccc2c(c1)N(S(=O)(=O)c1ccccc1F)CC2 was read as SNCA expr inhib 1%, HEK293 tox -21%, IP6K1 inh 5, GPT2 inh inactive, FLuc inh -9%, SNCA viab count 9% and NIH3T3 tox 5%.
Screening CN(C)C(=O)c1cccnc1OC1CCN(C(=O)c2ccoc2)C1 (stereo not given) returned SNCA expr inhib 43%[activator], HEK293 tox 12%, IP6K1 inh 14, GPT2 inh -17%, FLuc inh -7%, SNCA viab count 12% and NIH3T3 tox inactive.
`CCC(C)NC(=O)C1CCN(Cc2ccccc2-c2ccccc2F)CC1` (stereo not given) gave HEK293 tox -27%, IP6K1 inh 7 and NIH3T3 tox inconclusive.
`Cc1nc([C@H]2CCN(CC(C)C)C[C@H]2NC(=O)C2CCOCC2)n[nH]1` gave SNCA expr inhib 3%, HEK293 tox -6%, IP6K1 inh 13, GPT2 inh inactive, FLuc inh 5%, SNCA viab count -4%[12.5 µM] and NIH3T3 tox -5%.
Cc1cc(C)cc(NC(=O)CCS(=O)(=O)c2cc3c4c(c2)CCN4C(=O)CC3)c1 was read as SNCA expr inhib -11%, IP6K1 inh 9 and SNCA viab count 1%.
Cc1ccc(CCC(=O)N2C[C@@H](CN3CCOCC3)[C@@H](CO)C2)cc1 was read as SNCA expr inhib 9%, HEK293 tox -9%, IP6K1 inh 17, GPT2 inh inconclusive, FLuc inh 0%, SNCA viab count 11% and NIH3T3 tox -13%.
Screening COC1CN(c2ccc(C)cc2)C12CCN(C(=O)c1sc(C)nc1C)CC2 (stereo not given) returned SNCA expr inhib -4%, HEK293 tox -12%, IP6K1 inh 4, GPT2 inh 1%, FLuc inh -9%, SNCA viab count 4% and NIH3T3 tox -12%.
`C[S+](=O)([O-])N1CCC2(C1)N=C(c1ccccn1)C(=O)N2` (stereo not given) gave SNCA expr inhib -5%[87.6 µM], HEK293 tox -3%[172 µM], IP6K1 inh -1, GPT2 inh inactive, FLuc inh 2%[172 µM], SNCA viab count -2%[87.6 µM] and NIH3T3 tox 3%[138 µM].
`CSc1ccccc1-c1nc(C2CCOC2)no1` (stereo not given) gave SNCA expr inhib 59%[activator], HEK293 tox -2%, IP6K1 inh -2, GPT2 inh -16%, FLuc inh 7%, SNCA viab count -11% and NIH3T3 tox inconclusive.
`CCC(C)NC(=O)C1COC2(CCN(C(=O)c3ccc(F)cc3F)CC2)N1C(=O)c1ccccc1` (stereo not given) gave SNCA expr inhib -10%, HEK293 tox -18%, IP6K1 inh 22, GPT2 inh inactive, FLuc inh 4%, SNCA viab count 2% and NIH3T3 tox -24%.
Screening CCS(=O)(=O)N1CCc2cc(C(=O)Nc3ccc(C(=O)OC)cc3)ccc21 returned SNCA expr inhib -31%, IP6K1 inh -6 and SNCA viab count 0%.
O=C(NC1CCN(c2cc(-c3cccs3)[nH]n2)CC1)c1ccccc1F was read as SNCA expr inhib 36%[activator], HEK293 tox inconclusive, IP6K1 inh 38, GPT2 inh -20%, FLuc inh -16%, SNCA viab count -5% and NIH3T3 tox -25%.
For COc1ccccc1C1CC(=O)N(c2cccc(C(F)(F)F)c2)C2=C1C(=O)OC2 (stereo not given) the results were SNCA expr inhib 30%, IP6K1 inh 20 and SNCA viab count inconclusive.
Screening COC(=O)[C@@H](C)NC(=O)[C@H]1CN(C(C)=O)CCN1S(C)(=O)=O returned SNCA expr inhib 24%[87.6 µM], HEK293 tox -2%[172 µM], IP6K1 inh 7, GPT2 inh -6%[88.5 µM], FLuc inh 0%[172 µM], SNCA viab count 5%[87.6 µM] and NIH3T3 tox 0%[174 µM].

Screening data from PubChem BioAssay.
